# S1P2 blocker – S1P2 (human) receptor antagonism; cell-based S1P2 antagonist assay, inhibition at 5 uM; O95136; 97,000 compounds, 0.21% hits; inhibition, % at 5 µM; in the data active means inhibition above about 45%;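 further: CRE beta-lactamase reporter cells expressing human S1P2 stimulated with S1P; 0% = agonist at EC80 alone and 100% = agonist plus reference antagonist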
# Ecoli WT expand – E. coli BW25113 growth inhibition, expanded screen; OD600 absorbance; growth inhibition, % at 100 µM; 98,000 compounds, 0.15% hits;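 active means growth inhibition above about 50% at one test dose, limit read from the data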;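 further: growth measured after 20 h incubation at 37 °C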
# sEH act – activators of human soluble epoxide hydrolase; purified human sEH enzymatic activity, activator screen; activation, % at 2 µM; 91,000 compounds, 0.04% hits; AID 717; in the data active means activation above about 37%; further: values of inactives mirror those of a sister screen read the other way
# Target sequence (P34913 whole entry, looked up): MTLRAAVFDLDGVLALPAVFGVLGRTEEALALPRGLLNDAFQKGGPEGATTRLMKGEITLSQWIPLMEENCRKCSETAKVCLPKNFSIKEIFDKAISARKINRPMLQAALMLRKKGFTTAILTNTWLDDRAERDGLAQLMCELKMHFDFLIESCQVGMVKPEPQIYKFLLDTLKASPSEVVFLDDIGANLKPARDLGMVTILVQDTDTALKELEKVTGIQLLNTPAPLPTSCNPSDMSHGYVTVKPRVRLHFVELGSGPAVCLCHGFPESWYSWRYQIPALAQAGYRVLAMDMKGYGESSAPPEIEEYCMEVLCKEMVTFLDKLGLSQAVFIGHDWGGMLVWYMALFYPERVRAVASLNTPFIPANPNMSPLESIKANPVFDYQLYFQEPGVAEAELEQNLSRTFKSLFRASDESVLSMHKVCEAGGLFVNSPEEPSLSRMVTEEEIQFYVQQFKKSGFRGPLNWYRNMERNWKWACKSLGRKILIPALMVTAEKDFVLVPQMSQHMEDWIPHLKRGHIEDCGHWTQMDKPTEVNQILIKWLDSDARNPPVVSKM
# PostGolgi ctrl – yeast control strain growth, post-Golgi counter-screen; efflux-deficient yeast background strain, growth absorbance A615, 16 h; inhibition, % at 10 µM; 98,000 compounds, 5% hits; AID 738
# CD11b adhes inh – blocks human CD11b/CD18 adhesion to fibrinogen | P05107+P11215 | 93,000 compounds, 0.54% hits | inhibition, % at 10 µM | K562 CD11b/CD18 adhesion to fibrinogen, ATPlite luminescence; Mn2+ added to activate the integrin;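 active means primary inhibition of 50% or more at 10 µM, then 40% or more on retest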; further: some results filed as inactive read as strong as hits
# sEH inhibitor – blocks human soluble epoxide hydrolase activity; recombinant human sEH enzymatic activity assay; inhibition, % at 2 µM; P34913; 91,000 compounds, 0.34% hits; AID 707; in the data active means inhibition above about 80%; further: values of inactives mirror those of a sister screen read the other way; many of its hits are not listed in these tables
# PLAP activator – human PLAP activation | purified PLAP enzyme, luminescent substrate read-out; stronger effect = higher value | 96,000 compounds, 1.2% hits | activation fold at 20 µM; in the data active means activation fold above about 2
# S1P2 ag – activates the human S1P2 receptor. O95136. S1P2-expressing cell line, agonist reporter read-out. activation, % at 4.5 µM. 97,000 compounds, 0.46% hits. AID 729; in the data active means activation above about 16%;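 further: 0% = vehicle low control and 100% = maximal reference agonist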
# PostGolgi yeast – growth inhibition of a yeast mutant, post-Golgi transport screen | post-Golgi transport phenotypic cell assay | inhibition, % at 10 µM | 98,000 compounds, 0.9% hits;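 further: yeast cells grown in 1536-well plates; yeast grown about 18 h at 30C before absorbance read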
# Numbers without * were called inactive; . = not tested or not shown. Unless noted, no stated cut-off is given here; in the data, active means inhibition above about 30%; inactive means the rest.
mol,S1P2 blocker,Ecoli WT expand,sEH act,PostGolgi ctrl,CD11b adhes inh,sEH inhibitor,PLAP activator,S1P2 ag,PostGolgi yeast
CC(=O)NC1CC2CCC(C1)N2Cc1ccc(C)cc1 (stereo not drawn),1,4,.,3,2,.,1.4,-4,-2
Cn1ccnc1C(O)c1ccc(OCc2ccccc2)cc1 (stereo not drawn),.,15,.,5,-1,.,1.6,.,-1
O=C(Nc1ccc2c(c1)nc1n2CCOC1)c1ccccc1,7,1,.,-2,-3,.,0.9,-3,-4
CNC(=O)COC(=O)c1cc(F)c(F)cc1Cl,19,6,-11,11,8,10,1,-3,-3
CC(C)C(=O)Nc1cccc(C(=O)Nc2nnc(C(C)C)s2)c1,7,.,18,.,.,-15,.,-2,.
CCn1c(Cc2ccccc2)nnc1SCC(=O)Nc1ccc2c(c1)OCO2,-4,7,1,-1,61,-3,1.3,-10,-9
Cc1sc2ncnc(NCC(c3ccco3)N(C)C)c2c1C (stereo not drawn),12,-3,-3,3,.,4,.,-5,-7
O=C(c1ccc(CN2CCOCC2)cc1)N1CCN(c2ccccc2F)CC1,-4,7,-14,12,2,14,1.7,-2,-2
CC(C)CNC(=O)C(=O)N/N=C/c1cccs1,10,-11,7,3,.,-6,1.1,-12,1
COc1ccccc1OCc1nnc(SCC(=O)N2CCCCC2)n1-c1ccccc1,29,2,-2,-1,2,6,1.6,-2,-5
COc1cc(NC(=O)C2CC2C)c(C(=O)O)cc1OC (stereo not drawn),-15,0,-2,0,0,3,1.1,3,-2
Cn1c(CSc2nc3ccccc3s2)nnc1SCC(=O)NCCCN1CCOCC1,-17,.,-11,.,.,14,.,-6,.
O=C(NCc1ccc2c(c1)OCO2)C1CC(=O)N(c2ccc(F)cc2)C1 (stereo not drawn),7,.,0,.,.,5,.,-8,.
CC1CCCCN1C(=S)NCCc1ccccc1 (stereo not drawn),-2,1,-22,6,-4,23,1,0,-1
CC(=O)Nc1ccc(S(=O)(=O)N2CCN(CCCOc3ccccc3Cl)CC2)cc1,5,1,7,7,-10,-5,1.6,-3,0
O=c1oc2ccccc2n1CCCCCn1c(=O)oc2ccccc21,15,10,5,5,-6,-4,0.9,-7,-1
CC(Sc1nnnn1-c1ccccc1)C(=O)Nc1ccc(Cl)cn1 (stereo not drawn),24,-7,14,-3,-26,-15,0.6,0,1
CC(C)Cn1c(=O)c(C(=O)NCc2ccccn2)c(O)c2ccccc21,.,13,.,31*,.,.,1.4,.,-5
COc1ccccc1-n1cnc2cc(NS(=O)(=O)c3ccccc3)ccc21,19,-15,-6,8,12,5,1,-12,7
CC(CCc1ccccc1)NC(=O)c1ccc(Br)o1 (stereo not drawn),-12,14,-12,9,.,13,1,-3,3
O=C(O)CCCC(=O)NCCc1cccc(Cl)c1,-18,-12,6,3,0,-7,0.9,-1,8
COc1ccc(C(=O)N2CCN(C3CCCCC3)CC2)c(OC)c1,-4,-5,-3,14,-13,5,1.4,-7,16
COC(=O)C1CN(S(=O)(=O)c2ccccc2)CCN1S(=O)(=O)c1ccccc1 (stereo not drawn),-15,-11,-2,7,5,0,1.5,-2,-1
Cc1cccc(NC(=O)CC2SC(=O)N(c3ccccc3)C2=O)c1 (stereo not drawn),-2,8,-3,-2,1,1,0.7,-10,-4
O=C(CCS(=O)(=O)c1ccccc1)Nc1nccs1,21,-3,4,8,-4,-5,0.8,-4,-8
Cc1ccc(C(CC(=O)c2ccco2)SCCO)cc1 (stereo not drawn),0,10,-6,5,.,6,1,-1,-7
COC(=O)c1c(-c2cccs2)csc1NC(=O)c1cccnc1,-30,-2,10,16,-20,-7,1.5,-1,-6
COc1ccc(-c2nnc(SCC(=O)Nc3ccc(C)cc3)n2C)cc1,4,-7,1,10,-5,-3,0.9,-4,0
O=C(Nc1ccc(Cl)cc1)N1CCN(c2ccc3nnc(-c4ccc(F)cc4)n3n2)CC1,.,2,.,7,4,.,1.5,.,-1
O=C(COC(=O)C(O)c1ccccc1)NC12CC3CC(CC(C3)C1)C2 (stereo not drawn),.,7,.,7,3,.,0.8,.,-3

# As entered above:
# PostGolgi yeast with `O=C(CCS(=O)(=O)c1ccccc1)Nc1nccs1` : -8
# PostGolgi ctrl with `Cc1cccc(NC(=O)CC2SC(=O)N(c3ccccc3)C2=O)c1` (stereo not drawn) : -2
# CD11b adhes inh with `O=C(COC(=O)C(O)c1ccccc1)NC12CC3CC(CC(C3)C1)C2` (stereo not drawn) : 3

# Next structures:
mol,S1P2 blocker,Ecoli WT expand,sEH act,PostGolgi ctrl,CD11b adhes inh,sEH inhibitor,PLAP activator,S1P2 ag,PostGolgi yeast
CN(C)S(=O)(=O)N1CCN(S(=O)(=O)c2ccccc2)CC1,23,3,.,1,-2,.,1,-4,-7
Cc1ccc(C(=O)Nc2ccon2)cc1S(=O)(=O)N1CCCCCC1,-19,-2,13,-3,-2,-10,0.7,-7,2
CC1=CC(C)(C)N(S(=O)(=O)c2ccc(C)cc2)c2ccc(C)cc21,-6,-9,2,60*,76*,-5,0.6,1,1
Cn1ccnc1Sc1ccc(/C=N/NC(=O)c2ccccc2[N+](=O)[O-])cc1[N+](=O)[O-],1,-9,4,1,.,2,1.2,-9,-1
COc1ccc(C2C(=O)N(C3CCCCC3)CC(=O)N2C2CCCC2)cc1 (stereo not drawn),11,7,-8,9,.,8,1.2,-6,-1
O=C(O)CCC1(C(=O)O)OCCc2ccccc21 (stereo not drawn),-11,1,-7,17,-41,8,1.1,-6,2
O=C(Nc1ccc2c(c1)OCCO2)c1ccc2nccnc2c1,24,.,-7,.,0,6,0.7,-8,.
COc1cccc(C(C(=O)NC2CCCCC2)N(CC2CCCO2)C(=O)CNC(=O)c2ccco2)c1 (stereo not drawn),-4,.,2,.,.,-2,.,-4,.
C=C(C)CSC1=C(C#N)C(c2ccccc2Cl)CC(=O)N1 (stereo not drawn),5,4,-6,19,34,6,0.9,-2,9
COC(=O)c1c(C)[nH]c(O)c1C=Nc1ccc(C(C)C)cc1,-6,5,3,16,.,-1,1.3,-7,-8
CCOC(=O)c1csc(NC(=O)C(C)(C)C)n1,8,2,.,5,-6,.,1,-1,-4
O=C(c1cccnc1NCc1ccccc1)N1CCOCC1,-19,3,-10,2,-5,10,0.9,-4,0
CCCCCCNC(=O)c1cc(-c2ccco2)nc2ccccc12,-1,.,4,.,.,-2,.,-7,.
O=C1NCCN1Cc1ccccc1F,2,5,.,4,.,.,.,-3,-2
Cc1ccc(C)c(N(CC(=O)Nc2cc(Cl)ccc2Oc2ccccc2)S(C)(=O)=O)c1,16,-8,0,23,.,0,1.1,-6,-4
NC(=O)c1ccccc1NS(=O)(=O)c1cccs1,5,12,-2,10,-1,4,0.8,-5,2
O=C(Oc1ccc2c(c1)OCO2)c1ccc(F)cc1Cl,-7,-3,-11,14,-2,10,1,-7,-4
Cc1ccc2nsnc2c1S(=O)(=O)N(Cc1cc2cccc(C)c2[nH]c1=O)CC1CCCO1 (stereo not drawn),21,-7,1,14,-11,4,0.7,-6,1
O=C(N/N=C/c1ccc(O)cc1)/C(=C/c1ccc([N+](=O)[O-])cc1)NC(=O)c1ccccc1,11,-9,12,9,5,-12,0.9,-1,-5
CC(C)NC(=O)COc1ccc(/C=N/NS(=O)(=O)c2ccccc2)cc1,-8,-1,-4,5,-16,5,1.1,-2,2

# Random excerpt: two compounds from above.
mol,S1P2 blocker,Ecoli WT expand,sEH act,PostGolgi ctrl,CD11b adhes inh,sEH inhibitor,PLAP activator,S1P2 ag,PostGolgi yeast
CC1CCCCN1C(=S)NCCc1ccccc1 (stereo not drawn),-2,1,-22,6,-4,23,1,0,-1
O=c1oc2ccccc2n1CCCCCn1c(=O)oc2ccccc21,15,10,5,5,-6,-4,0.9,-7,-1

# Shown as a hit in CD11b adhes inh, of those listed so far:
Compound,S1P2 blocker,sEH act,CD11b adhes inh,sEH inhibitor,PLAP activator,S1P2 ag
CC1=CC(C)(C)N(S(=O)(=O)c2ccc(C)cc2)c2ccc(C)cc21,-6,2,76*,-5,0.6,1

# In another format: three of the compounds above
# The line under a structure holds: S1P2 blocker, Ecoli WT expand, sEH act, PostGolgi ctrl, CD11b adhes inh, sEH inhibitor, PLAP activator, S1P2 ag, PostGolgi yeast
> CCCCCCNC(=O)c1cc(-c2ccco2)nc2ccccc12
→ -1, ., 4, ., ., -2, ., -7, .
> O=C(c1cccnc1NCc1ccccc1)N1CCOCC1
→ -19, 3, -10, 2, -5, 10, 0.9, -4, 0
> CC(C)NC(=O)COc1ccc(/C=N/NS(=O)(=O)c2ccccc2)cc1
→ -8, -1, -4, 5, -16, 5, 1.1, -2, 2

# Next part:
mol,S1P2 blocker,Ecoli WT expand,sEH act,PostGolgi ctrl,CD11b adhes inh,sEH inhibitor,PLAP activator,S1P2 ag,PostGolgi yeast
CCOC(=O)c1ccc(NC(=O)c2cn(-c3ccccc3)nc2-c2ccncc2)cc1,21,-2,6,30*,22,-4,0.9,-5,90*
Cc1cc(SCNC(=O)c2ccccc2)ncn1,.,-8,.,6,-20,.,1,.,-4
CCN(CC)C(=O)COc1ccc(-c2nnc(N3CCCCC3)c3ccccc23)cc1,-2,1,6,12,10,-2,1.3,-2,-9
O=C(Nc1nc(-c2ccccc2Cl)cs1)c1cccnc1,0,4,4,5,-14,-6,0.9,0,-3

# From PubChem

# The order is random; about 7.1% have a hit in one of these screens.
